BLM helicase inh: qHTS Assay for Inhibitors of Bloom's syndrome helicase (BLM). AID 2528, 2010. 350,000 compounds, 0.2% hits. RecQ-like DNA helicase BLM (Homo sapiens), P54132. Potency, µM (titrated, usually from 56.1 µM), for the others: top-dose activity change, negative = inhibition, actives largely listed as inhibitors. recombinant BLM DNA unwinding, fluorescence dequenching;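 also: potency is read from the fitted curve at half-maximal effect; plate controls were vehicle for no effect and no enzyme for full effect; nearly all actives have a fitted effect of over 35% in size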
POLK inh: qHTS for Inhibitors of Polymerase Kappa; AID 588579, 2011; 400,000 compounds, 0.53% hits; purified Pol kappa, fluorescent DNA synthesis assay, 10 min; Potency, µM (top dose mostly 107 µM), for inactives: at the highest dose activity, negative = inhibition, hits mostly inhibitors; DNA polymerase kappa (Homo sapiens), Q9UBT6; also: potency is read from the fitted curve at half-maximal effect; % is scaled to controls: 0 for no effect and ±100 for the full control effect
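Here, compound and 10 nM enzyme are combined for 15 min at room temperature; adding 50 nM substrate (final) starts DNA synthesis, tracked by fluorescence at 0 and 10 min against buffer-only wells.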
TRHR ag: qHTS for Small Molecule Agonists and Allosteric Enhancers of Human TRH Receptor: Primary Screen for Agonists; Thyrotropin-releasing hormone receptor (Homo sapiens), P34981; TRHR cells, calcium flux fluo-8, FDSS agonist mode; activation, % at 2 µM; 360,000 compounds, 0.18% hits; AID 493084, 2011; in the data active = activation above about 30%; also: 0% is about no effect
Target sequence (P34981 whole entry, looked up): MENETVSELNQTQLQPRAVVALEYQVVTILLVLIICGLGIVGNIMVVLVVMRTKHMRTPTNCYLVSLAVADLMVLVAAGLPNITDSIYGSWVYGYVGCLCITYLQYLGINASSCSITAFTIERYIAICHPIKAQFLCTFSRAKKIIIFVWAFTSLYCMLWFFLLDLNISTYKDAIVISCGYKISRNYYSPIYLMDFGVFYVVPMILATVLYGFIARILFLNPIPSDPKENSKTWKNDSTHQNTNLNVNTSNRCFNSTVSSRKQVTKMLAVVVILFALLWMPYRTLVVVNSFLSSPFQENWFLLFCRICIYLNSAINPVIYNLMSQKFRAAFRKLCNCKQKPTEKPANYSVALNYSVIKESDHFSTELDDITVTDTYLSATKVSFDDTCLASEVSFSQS
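Steps: seed TRHR cells overnight; add fluo-8 no-wash Ca dye, RT 30 min–1.5 h; record 10 s baseline; pin-transfer compounds; monitor fluorescence 1 cycle/s for the agonist window. Calcium increases flag candidate agonists.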
ALOX12 inh: Primary qHTS assay for inhibitors of human arachidonate 12S-lipoxygenase (ALOX12): Round 2; Polyunsaturated fatty acid lipoxygenase ALOX12 (Homo sapiens), P18054; purified 12hLO, xylenol orange hydroperoxide absorbance; Potency, µM (top dose mostly 108 µM), without a hit: at the highest dose activity change, negative = inhibition, usual class: inhibitors; 580,000 compounds, 1.1% hits; also: potency is read from the fitted curve at half-maximal effect; % is scaled to controls: 0 for no effect and ±100 for the full control effect
Target sequence (P18054 whole entry, looked up): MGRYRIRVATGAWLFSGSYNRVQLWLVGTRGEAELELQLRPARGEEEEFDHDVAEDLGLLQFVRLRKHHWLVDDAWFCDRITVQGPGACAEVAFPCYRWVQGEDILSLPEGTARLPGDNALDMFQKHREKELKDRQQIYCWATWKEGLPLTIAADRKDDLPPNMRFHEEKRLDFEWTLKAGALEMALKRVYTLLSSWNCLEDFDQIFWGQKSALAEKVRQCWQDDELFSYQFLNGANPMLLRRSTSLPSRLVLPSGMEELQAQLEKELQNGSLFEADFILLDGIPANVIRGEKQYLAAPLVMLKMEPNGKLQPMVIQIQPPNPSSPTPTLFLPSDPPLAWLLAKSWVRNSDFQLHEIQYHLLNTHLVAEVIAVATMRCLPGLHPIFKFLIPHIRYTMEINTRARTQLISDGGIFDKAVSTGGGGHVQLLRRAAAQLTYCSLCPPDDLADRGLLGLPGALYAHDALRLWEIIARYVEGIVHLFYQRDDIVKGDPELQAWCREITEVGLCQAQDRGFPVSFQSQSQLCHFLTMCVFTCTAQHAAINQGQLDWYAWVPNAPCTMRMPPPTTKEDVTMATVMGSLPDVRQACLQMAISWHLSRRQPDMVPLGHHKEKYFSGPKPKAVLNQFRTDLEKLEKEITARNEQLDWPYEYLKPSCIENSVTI
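Purified human 12hLO (150 nM final) in 25 mM Hepes, 0.01% Triton X-100, pH 7.0 was preincubated 15 min at room temperature with compound. Then 40 uM arachidonic acid was added, 30 min. Hydroperoxide was read by Fe-XO absorbance ratio 573/405 nm.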
APEX1 inh: qHTS Assay for Inhibitors of the Human Apurinic/apyrimidinic Endonuclease 1 (APE1); DNA repair nuclease/redox regulator APEX1 (Homo sapiens), P27695; Potency, µM (top dose mostly 65.8 µM), for the others: at the highest dose activity change, negative = inhibition, hits mostly inhibitors; 350,000 compounds, 0.35% hits; recombinant APE1, TAMRA/BHQ-2 abasic DNA cleavage fluorescence;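 also: potency is read from the fitted curve at half-maximal effect; plate controls were vehicle for no effect and reference inhibitor for full effect; nearly all actives have a fitted effect of over 55% in size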
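Step 1: APE1 (0.75 nM) with compound, 15 min RT. Step 2: add 50 nM fluorophore/quencher THF duplex. Step 3: three fluorescence reads 60 s apart (525/598 nm); read 3 minus read 1 = reaction progress.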
POLI inh: qHTS for Inhibitors of Polymerase Iota; Pol iota fluorescent replication assay, 10 min; Potency, µM (top dose mostly 115 µM), inactives show top-dose activity, negative = inhibition, most hits filed as inhibitors; 390,000 compounds, 1% hits; AID 588590, 2011; also: potency is read from the fitted curve at half-maximal effect
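Fluorescent replication assay read twice, at 0 min and 10 min after adding 50 nM (final) substrate. Enzyme (10 nM) and compounds were first incubated 15 min at room temperature; enzyme-free buffer wells were negative controls.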
ERG-DNA inh: qHTS for Small Molecule Inhibitors of the ERG Ets/DNA interaction; fluorescence polarization, His-ERG Ets domain / labelled DNA; Potency, µM (top dose mostly 76.9 µM), for the others: top-dose FP activity, negative = inhibition, actives largely listed as inhibitors; 370,000 compounds, 0.028% hits; Transcriptional regulator ERG (Homo sapiens), P11308; active = well fitted inhibition curve with a large enough effect in the polarisation, with a control signal flat; inconclusive = small, poorly fitted or top-dose-only effect, or effect the other way, or a change in a side signal; inactive = no such curve, though single readings can be large or run the other way; the % refers to the polarisation;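 also: polarization taken with two DNA probes labelled with fluorescein and Texas red; potency is read from the fitted curve at half-maximal effect; % of control where 0% means no effect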
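His-tagged ERG Ets domain (1 uM in the protein solution; 300mM KCl, 50mM Tris-HCl, 1mM EDTA, 1mM DTT, pH 7.5) received compound, then a probe mix of 5 nM fluorescein-DNA and 100nM Texas-615-DNA. Fluorescence polarization was read for both dyes.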
POLB inh: qHTS Assay for Inhibitors of DNA Polymerase Beta. P06746. Pol beta primer extension/strand displacement, fluorescence kinetic. Potency, µM (highest dose often 114 µM), without a hit: top-dose activity change, negative = inhibition, actives largely listed as inhibitors. 340,000 compounds, 1.3% hits. AID 485314, 2010; also: potency is read from the fitted curve at half-maximal effect; % is scaled to controls: 0 for no effect and ±100 for the full control effect
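Reaction started by 50 nM substrate onto compound-treated Pol beta (10 nM, 15 min preincubation, room temperature); plates read at 0 min and 10 min. Normalized concentration-effect data fitted by four-parameter Hill equation.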
Apoferritin bind: qHTS Assay for Identification of Novel General Anesthetics. 350,000 compounds, 0.074% hits. apoferritin/1-aminoanthracene competitive binding, fluorescence. Potency, µM (titrated, usually from 77.5 µM), for inactives: at the highest dose activity change, negative = displacement, most hits filed as inhibitors; also: potency is read from the fitted curve at half-maximal effect; % is scaled to controls: 0 for no effect and ±100 for the full control effect; nearly all actives have a fitted effect of over 20% in size
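In PBS, apoferritin at 10 uM is loaded with 1-AMA from a 50% saturated solution. After 10 min of compound exposure at ambient temperature, reduced 535 nm fluorescence indicates probe displacement.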
Numbers without * were called inactive; ? = inconclusive; · = not tested or not shown; & = joins results of further samples; [ ] = remark or other dose. Unless noted, calls follow the shape of the dose curve; as a rule, active = well fitted curve in the direction sought with a large enough effect; inconclusive = small, poorly fitted or top-dose-only effect, or another doubt; inactive = no such curve, though single readings can be large; an effect the other way counts as inactive or inconclusive.

(1) COc1ccc(N2CCN(C(=O)CCC(=O)NNc3nc4ccccc4c4nc(C)nn34)CC2)cc1
(2) COc1cc(OC)c(N(C)C(=O)CCNC(=O)Cn2cnc3ccccc3c2=O)cc1Cl
(3) CCOc1ccccc1N1CCN(c2nc3ccccc3nc2C(C#N)C(=O)OC)CC1 (configuration not stated)
(4) Cc1cccc(NC(=O)C2CCCN(c3nc(C)cc(C)n3)C2)c1 (configuration not stated)
(5) COCCN(CCOC)S(=O)(=O)c1ccc(C(=O)Nc2nnc(COC)o2)cc1
(6) COc1ccccc1N1CCN(C2CCN(C(=O)COc3ccccc3)CC2)CC1
screen / no.	1	2	3	4	5	6
BLM helicase inh	-2%&1%	1%&0%	-7%	0%	-4%	1%
POLK inh	-11%&-12%	-1%&4%	-4%	-12%	6%[60.1 µM]	-13%
TRHR ag	-0.6&0.4	-0.6&-1.9	0.8	-0.5	0.2	0.7
ALOX12 inh	16%&0%	15%&-11%	0%	6%	-12%	?
APEX1 inh	76%	-2%	4%	7%	-5%	5%
POLI inh	15%&-7%	5%&27%	25%	4%[58.9 µM]	12%	38%[activator]
ERG-DNA inh	-2%&1%	-5%&-6%	5%	-6%	10%	2%
POLB inh	7%&-13%	-10%&-5%	24%	-3%	3%	?
Apoferritin bind	-8%&-13%	-2%&-5%	-10%	-16%	-4%	-5%

Compound profiles, from the list above. Screens in order: BLM helicase inh | POLK inh | TRHR ag | ALOX12 inh | APEX1 inh | POLI inh | ERG-DNA inh | POLB inh | Apoferritin bind
`COc1cc(OC)c(N(C)C(=O)CCNC(=O)Cn2cnc3ccccc3c2=O)cc1Cl` across the screens: 1%&0% | -1%&4% | -0.6&-1.9 | 15%&-11% | -2% | 5%&27% | -5%&-6% | -10%&-5% | -2%&-5%
`COc1ccccc1N1CCN(C2CCN(C(=O)COc3ccccc3)CC2)CC1` across the screens: 1% | -13% | 0.7 | ? | 5% | 38%[activator] | 2% | ? | -5%

Other compounds
(7) Cn1nc(OCC(N)=O)ccc1=O
(8) CC(NC(=O)c1cc(=O)[nH]c2ccc(Br)cc12)c1ccccc1 (configuration not stated)
(9) O=C1c2ccccc2C(=O)N1n1cccc1
(10) CC(=O)Nc1ccc(S(=O)(=O)NC(CC(=O)O)c2ccc(OC(C)C)cc2)cc1 (configuration not stated)
(11) O=C(CSc1nnc2sc3ccccc3n12)c1ccco1
(12) O=C(CSc1nc2ccccc2o1)N/N=C/c1ccc(O)c(O)c1
screen / no.	7	8	9	10	11	12
BLM helicase inh	4%	1%	1%	1%	-9%	-21%
POLK inh	-5%	·	-14%	-6%	-7%	7.1µM*
TRHR ag	0.1	-0.1	0.1	0.2	0.2	-0.1
ALOX12 inh	12%	-17%	-22%	0%[57.4 µM]	-23%	?
APEX1 inh	6%	1%	5%	-1%	-2%	?
POLI inh	-11%	·	7%	25%	?	2.5µM*
ERG-DNA inh	-1%	·	-2%	4%	·	-10%
POLB inh	-20%	2%	?	33%	?	?
Apoferritin bind	6%	-13%	1%	-3%	0%	-13%

(13) O=S(=O)(NCc1ccco1)c1ccc(Cl)s1
(14) CNC(=O)NC(=O)C(OC(=O)Cc1cccc(C(F)(F)F)c1)c1ccccc1 (configuration not stated)
(15) CCOC(=O)Cc1csc(NC(=O)CCCN2C(=O)c3ccccc3C2=O)n1
(16) COc1ccccc1N1CCN(C(=O)COc2ccc(S(=O)(=O)NC(C)(C)C)cc2)CC1
(17) CN1CCN(c2ccc(C(=O)NC3CCCCC3)cc2[N+](=O)[O-])CC1
(18) Cc1ccc(C)c(NC(=O)CSc2nnc(C)c(=O)n2N)c1
screen / no.	13	14	15	16	17	18
BLM helicase inh	·	-2%	-3%	0%	1%	-1%
POLK inh	-3%	-17%	-9%	·	14%	-4%
TRHR ag	·	-2.0	-0.1	0.2	-0.5	0.1
ALOX12 inh	-21%	-16%	13%	·	-10%	8%
APEX1 inh	-17%	54%	-1%	-4%	2%	2%
POLI inh	13%	35%[activator]	27%	·	-3%	17%
ERG-DNA inh	0%	-3%	2%	·	-1%	0%
POLB inh	·	0%	-6%	29%	10%	-18%
Apoferritin bind	·	-13%	-6%	-10%	-10%	-1%

(19) COc1cc(NC(C)=O)ccc1-c1cc2ccccc2oc1=O
(20) O=C(Nc1cc([N+](=O)[O-])ccc1O)c1cccc(NC(=O)c2ccco2)c1
(21) O=C(C[C@H]1C/C=C\C[C@H](Cc2ccc(F)cc2)C(=O)O[C@@H](c2ccccc2)CNC1=O)NCCO
(22) CC(=O)C1C(c2ccc(O)cc2)NC(=O)NC1(O)C(F)(F)F (configuration not stated)
(23) N#Cc1c2ncn(CC(=O)c3ccc(Br)cc3)c(=O)c2c2n1CCC2
(24) Cc1coc2cc3oc(=O)c(CCC(=O)NCc4ccc(Cl)cc4)c(C)c3cc12
screen / no.	19	20	21	22	23	24
BLM helicase inh	-7%	-7%	·	0%	-1%	0%
POLK inh	-4%	-8%	3%	1%	2%	-5%
TRHR ag	-0.6	-0.4	·	-0.2	-1.0	0.3
ALOX12 inh	-2%	0%	5%	0%	98%[activator]	-27%
APEX1 inh	21%	33%	5%	-3%	-1%	·
POLI inh	102%[activator]	11%	51%	6%	20%	-6%
ERG-DNA inh	1%	-10%	0%	1%	-9%	0%
POLB inh	15%	-9%	·	43%	3%	2%
Apoferritin bind	-8%	-9%	·	-9%	-16%	-12%

(25) CC(=O)c1cccc(NC(=O)Cn2cnc(S(=O)(=O)N3CCOCC3)c2)c1
(26) COc1cc(C(N)=O)ccc1OCc1ccccc1
(27) COc1ccc(CNC(=O)COC(=O)CNC(=O)c2sc3ccccc3c2Cl)cc1OC
(28) CC(=O)NC(Cc1ccc(C(C)C)cc1)C(=O)NC1CCN(C(=O)c2cccc(C)c2)CC1 (configuration not stated)
(29) CC(NC(=O)c1cc(-c2ccccc2)nc2ccccc12)C1CCCO1 (configuration not stated)
(30) Cc1ncc(S(=O)(=O)c2ccccc2)c(-c2ccccc2Cl)n1
screen / no.	25	26	27	28	29	30
BLM helicase inh	-2%	1%	·	0%	2%	-1%
POLK inh	5%	3%	-11%	1%	·	0%
TRHR ag	-0.1	0.0	-0.8	0.1	-0.9	0.2
ALOX12 inh	·	37%[activator]	25%	-7%	·	-25%
APEX1 inh	14%	3%	-13%	4%	-3%	?
POLI inh	?	12%	21%	8%	·	9%
ERG-DNA inh	18%	-9%	-9%	-1%	·	-9%
POLB inh	23%	11%	·	2%	0%	0%
Apoferritin bind	-7%	?	·	-11%	-8%	-17%

(31) COc1ccc(C(=O)N2CCN(Cc3ccc(OC)c(OC)c3)CC2)cc1
(32) CCOC(=O)c1cnc2c(OC)cccc2c1N1CCN(c2ccc(OC)cc2)CC1
(33) Cc1nc2ccc(NC(=S)NCc3ccccc3)cc2nc1C
(34) Cc1cc(NC(=O)CN(C)S(=O)(=O)c2cccc(Cl)c2)no1
(35) CC(C)Cc1c2c([nH]c(=S)c1C#N)CCCC2
(36) CCCn1c(SCC(=O)NC2CCCc3ccccc32)n[nH]c1=O (configuration not stated)
screen / no.	31	32	33	34	35	36
BLM helicase inh	2%	-4%	-4%	-5%	-14%	-2%
POLK inh	6%	0%	-8%	-5%	-7%	1%
TRHR ag	-0.4	-1.8	0.3	-1.5	-0.2	-0.1
ALOX12 inh	-12%	30%[activator]	-27%	-4%	?	-6%
APEX1 inh	5%	-3%	-3%	-1%	6%	-4%
POLI inh	43%[activator]	?	15%	110%[activator]	14%	122%[activator]
ERG-DNA inh	13%	0%	3%	16%	-4%	7%
POLB inh	12%	-23%	9%	?	-7%	2%
Apoferritin bind	-1%	-23%	-2%	-5%	-10%	-7%

(37) CCOc1ccc(CCNC(=O)COC(=O)CNS(=O)(=O)c2ccc(C)cc2)cc1OCC
(38) O=C(O)c1ccc2c(=O)[nH]c(CN3CCOCC3)nc2c1
(39) CN(C)CCC1CCN(c2cc(C#N)c(C#N)cc2[N+](=O)[O-])CC1
(40) CN1C(=O)[C@@H]2[C@H](C1=O)[C@@H]1C(=O)Nc3ccccc3C(=O)N1[C@@H]2c1ccc(F)cc1
(41) O=C(CCS(=O)(=O)c1ccc(Br)s1)Nc1cc(C(F)(F)F)cc(C(F)(F)F)c1
(42) N#CC(C#N)=C1NC2(CCCC2)Cc2ccccc21
(43) C[C@@H]1[C@H]2CCCC[C@H]2CN(C(=O)OC(C)(C)C)[C@@H]1c1cn(Cc2ccccc2)c2ccc(F)cc12
(44) CCOc1cc(C(=O)NCCc2sc(-c3ccc(F)cc3)nc2C)cc(OCC)c1OCC
screen / no.	37	38	39	40	41	42	43	44
BLM helicase inh	·	-3%	0%	1%	-16%	0%	·	1%
POLK inh	-8%	-6%	-7%	10%	-21%	-3%	-6%	-8%[60.1 µM]
TRHR ag	-0.2	-0.5	0.8	0.0	1.4	-0.9	·	0.5
ALOX12 inh	-19%	?	0%	7%	?	-13%	2%	-6%
APEX1 inh	-5%	?	3%	18%	·	5%	33%	·
POLI inh	31%[activator]	11%	88%[activator]	6%	1%	15%	28%	4%
ERG-DNA inh	-3%	-2%	16%	12%	6%	2%	-9%	-2%
POLB inh	·	-15%	-1%	28%	?	24%	·	24%
Apoferritin bind	·	-11%	-15%	7%	-22%	-15%	·	4%

A portion of the library, so the mix of outcomes need not match the whole.
